# Screening data: PubChem BioAssay, National Center for Advancing Translational Sciences (NCATS)
# KinaseGlo FLuc = counter-screen: inhibitors of Kinase-Glo firefly luciferase. Kinase-Glo luciferase, ATP luminescence, 8 min. Q27757. Potency, µM (titrated, usually from 38.3 µM), for the others: at the highest dose activity change, negative = inhibition, hits mostly inhibitors. 0.28% of 200,000 active. AID 1379; further: potency means the concentration at half of the fitted maximal effect; on the % scale 0 is the no-effect control and ±100 the full control effect; nearly all actives have a fitted effect of over 60% in size
#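 Inhibition of Kinase-Glo luciferase light generation was assessed at 10 uM ATP in pH 7.2 imidazole buffer, with luminescence measured after eight minutes at ambient temperature.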
# HTT ATP protect = protects HTT-Q103 PC12 cells, measured by ATP; 0.14% of 230,000 active; AID 1471; Potency, µM (doses to about 56.4 µM), without a hit: cytoprotection (ATP increase), most hits filed as activators; PC12 HTT-Q103 induced, cytoprotection, ATP luminescence, 40 h;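 further: potency means the concentration at half of the fitted maximal effect; % of control where 0% means no effect; nearly all actives have a fitted effect of over 45% in size; toxic huntingtin expression switched on by the ecdysone agonist tebufenozide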
#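 Cells were plated at 1500 per well in phenol red-free DMEM with 5% equine and 5% calf serum. Tebufenozide (100 nM final) and compounds were added, then ATPlite reagent, and luminescence was read.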
# CBFb-RUNX1 inh = blocks binding between human CBF-beta and RUNX1 | Q01196+Q13951 | AlphaScreen CBFb-His/RUNX1-biotin binding, biochemical | Potency, µM (doses to about 59.8 µM), without a hit: at the highest dose activity, negative = inhibition, usual class: inhibitors | 230,000 tested, under 10 active | AID 1477; further: % of control where 0% means no effect
# Target sequence (Q01196 whole entry, looked up): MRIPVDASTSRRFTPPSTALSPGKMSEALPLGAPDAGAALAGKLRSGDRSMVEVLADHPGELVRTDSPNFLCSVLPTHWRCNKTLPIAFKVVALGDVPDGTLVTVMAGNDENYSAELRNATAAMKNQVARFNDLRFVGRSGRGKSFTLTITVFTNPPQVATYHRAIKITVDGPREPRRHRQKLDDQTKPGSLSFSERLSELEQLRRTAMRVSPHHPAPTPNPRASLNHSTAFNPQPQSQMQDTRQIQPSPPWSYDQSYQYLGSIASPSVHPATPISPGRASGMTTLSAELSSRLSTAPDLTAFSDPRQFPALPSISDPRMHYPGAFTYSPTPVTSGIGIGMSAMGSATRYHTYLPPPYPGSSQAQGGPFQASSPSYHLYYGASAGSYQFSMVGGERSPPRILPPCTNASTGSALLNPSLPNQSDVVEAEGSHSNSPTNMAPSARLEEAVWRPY
# Target sequence (Q13951 whole entry, looked up): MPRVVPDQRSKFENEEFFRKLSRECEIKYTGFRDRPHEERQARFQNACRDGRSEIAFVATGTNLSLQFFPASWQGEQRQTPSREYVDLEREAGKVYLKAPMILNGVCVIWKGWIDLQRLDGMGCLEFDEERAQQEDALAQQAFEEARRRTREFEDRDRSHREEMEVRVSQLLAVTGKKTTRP
#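 Interaction loss through any mechanism counts as activity. Pre-formed complex of His-CBF-beta and biotin-RUNX1 (30 nM apiece) is incubated with compound 15 min, then with 50 ng nickel and 50 ng streptavidin beads for 90 min before AlphaScreen detection.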
# HTT aggregate = inhibitors of mutant huntingtin aggregate formation in PC12 cells | PC12 HttQ103-GFP aggregates, Acumen cytometry, 40 h | Potency, µM (doses to about 46.1 µM), without a hit: top-dose activity change, negative = inhibition, usual class: inhibitors | 1.1% of 220,000 active | AID 1688; further: potency means the concentration at half of the fitted maximal effect; on the % scale 0 is the no-effect control and ±100 the full control effect; nearly all actives have a fitted effect of over 60% in size
#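 Steps: seed 1500 PC12 HTTQ103-GFP cells/well; add tebufenozide, 100 nM final; add compound titration; add ATPLite reagent; quantify GFP aggregates by laser scanning cytometry.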
# Lamin A splicing = LMNA splicing modulation; HeLa LMNA splicing GFP/RFP minigene ratio, 48 h; Potency, µM (series often up to 46.1 µM), without a hit: at the highest dose ratio change, negative = inhibition, usual class: inhibitors; 0.01% of 200,000 active; active means well fitted inhibition curve with a large enough effect in the signal ratio, with a control signal flat, not every such curve was filed as active; inconclusive means small, poorly fitted or top-dose-only effect, or effect the other way, or a change in a side signal; the % refers to the signal ratio; further: potency means the concentration at half of the fitted maximal effect; on the % scale 0 is the no-effect control and ±100 the full control effect
#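 S3 HeLa stable clones carrying a lamin A-EGFP splicing minigene plus DsRed2 were seeded at 600 cells/well in Opti-MEM with 2% FBS, pin-dosed and incubated 48 h at 37°C. Acumen cytometry (488 nm) gave the GFP/RFP total-intensity ratio.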
# IMPase Li inh = IMPase inhibition in cells with lithium potentiation; CHO-M1 cells, IP1 TR-FRET (IP-One), carbachol + lithium; Potency, µM (top dose mostly 59.4 µM), without a hit: at the top dose activity, negative = IMPase inhibition, most hits filed as inhibitors; 0.35% of 210,000 active; AID 1457;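 further: IP1 builds up when IMPase is blocked and the TR-FRET signal falls; potency means the concentration at half of the fitted maximal effect; plate controls were basal vehicle for no effect and high inhibitor control for full effect; nearly all actives have a fitted effect of over 50% in size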
#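 IP1 accumulation measured by competitive TR-FRET in lysed CHO-M1 cells after 30 min compound exposure at 37C, with a small lithium addition to potentiate weak responses. Hill-equation AC50 from ratio and donor-channel data.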
# SMN2 splice up = enhancers of SMN2 splice variant expression | HEK293 SMN2-luciferase splicing reporter, luminescence, 30-36 h | 2.8% of 210,000 active | Potency, µM (highest dose often 46.1 µM), for inactives: top-dose activity change, positive = activation, most hits filed as activators | AID 1458; further: potency means the concentration at half of the fitted maximal effect; % of control where 0% means no effect; nearly all actives have a fitted effect of over 55% in size
#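 qHTS luciferase splicing reporter: luminescence rises when SMN2 exon 7 is included in transfected HEK293 cells. Compound exposure lasted 30-36 h at 37C, with 4.5 mM final sodium butyrate as control, followed by a ONE-Glo read.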
# * marks the source's active call; other numbers are inactive results; u = inconclusive; x = not tested or not shown; & = joins results of further samples; [ ] = dose if it differs, or a comment. Unless noted, the call rests on the fitted dose curve; in most records, active means well fitted curve in the direction sought with a large enough effect; inconclusive means small, poorly fitted or top-dose-only effect, or another doubt; inactive means no such curve, though single readings can be large; an effect the other way counts as inactive or inconclusive. Hits appear at their usual frequency, and some 4% of all compounds hit somewhere here.
Molecule,KinaseGlo FLuc,HTT ATP protect,CBFb-RUNX1 inh,HTT aggregate,Lamin A splicing,IMPase Li inh,SMN2 splice up
CCOC(=O)c1cn(-c2c(C)n(C)n(-c3ccccc3)c2=O)c2c(F)c(F)c(F)cc2c1=O,x,-16.0%[10 µM],-1.2%,-9.3%[9.22 µM],x,x,x
CN1CCN(CCC(=O)N/N=C/c2cc([N+](=O)[O-])ccc2O)CC1,-0.8%,x,1.9%,u,-5.5%,-2.5%,6.7%
CC(OC(=O)CN(C)S(=O)(=O)c1ccc(Cl)cc1)C(=O)Nc1cccc(Cl)c1 (centres undefined),0.2%,-13.6%,12.4%,-9.1%,5.3%,25.1%[38.3 µM],-2.4%
CC1(C)N=C(c2ccc(Cl)cc2)C(=O)N1,0.7%,-15.4%,1.1%,3.0%,3.9%,1.7%[38.3 µM],-11.5%
O=C(c1cnn2c(C(F)(F)F)cc(-c3ccc4c(c3)OCO4)nc12)N1CCCCC1,-1.8%,-12.9%[10 µM],2.1%,-10.7%,-9.0%,-4.9%[38.3 µM],0.9%
Cc1ccc(CSc2nn3c(=O)c(C)nnc3s2)cc1,-0.5%,-8.7%[10 µM],0.8%,u,-13.2%,-7.7%,9.2%
O=C(CSc1ncn[nH]1)c1ccc2c(c1)OCO2,0.0%,7.6%,6.0%,-26.2%,9.3%,11.0%[38.3 µM],-4.2%
Cc1sc2nc(CC(N)=O)[nH]c(=O)c2c1-c1ccccc1,0.8%,x,-2.0%,16.7%,u,-2.3%,9.8%
COc1ccc(S(=O)(=O)NC(CC(=O)NC2CCCC2)c2ccco2)cc1 (centres undefined),4.5%,-12.3%,-0.6%,-13.7%,3.8%,-5.9%[38.3 µM],-13.0%
Cc1ccc(NC(=O)CN(C)CC(=O)Nc2ccc(F)c(F)c2F)c(Cl)c1,0.2%,1.1%,-2.4%,-15.6%,19.8%[46 µM],3.5%,-3.6%
O=C1CCNc2c(Cl)cc(Cl)cc21,x,8.3%[10 µM],16.4%,-0.3%[9.22 µM],x,x,x
COc1cc(C(=O)Nc2ccc(NC(=O)C(C)C)nc2)cc(OC)c1OC,-0.2%,3.3%,2.5%,2.4%,-3.4%,19.6%[38.3 µM],u
COC(=O)c1cc(Br)c(=O)n(-c2ccccn2)c1,-0.7%,-6.8%[0.074 µM],2.0%,0.3%,17.4%,-11.3%[38.3 µM],5.8%
O=C(Cn1nc(Cc2cccnc2)c2ccccc2c1=O)NCC1CCCO1 (centres undefined),2.2%,29.6%[10 µM],8.8%,0.3%,u,16.8%[38.3 µM],12.7%
Cc1cccc(Cn2cc(SCC(=O)Nc3nccs3)c3ccccc32)c1,1.8%,13.4%[10 µM],-7.3%,2.7%,-4.0%,58.2%[activator][38.3 µM],8.8%

# Additional entries
Molecule,KinaseGlo FLuc,HTT ATP protect,CBFb-RUNX1 inh,HTT aggregate,Lamin A splicing,IMPase Li inh,SMN2 splice up
CC1CC2C3CCC4=CC(=O)C=C[C@@]4(C)[C@]3(F)C(O)C[C@]2(C)[C@]1(O)C(=O)COP(=O)(O)O (some centres undefined),-4.0%,-75.1%[inhibitor],u,x,x,1.9%,14.3%
CCOC(=O)NN1C(=O)c2ccccc2NC1c1cccnc1 (centres undefined),2.8%,-3.8%,-1.0%,-3.1%,x,-10.7%,-32.0%[inhibitor]
Cc1nc(N2CCOCC2)nc2c1CCCC2,-4.0%,-0.7%,3.6%,-4.0%,13.1%,18.7%[38.3 µM],-22.4%
CN(C(=O)COc1ccccc1C(=O)NCCc1ccccc1)c1ccccc1,-0.9%,-20.4%[10 µM],14.2%,6.6%,-4.1%,3.5%,12.1%
CCOC(=O)c1sc(NC(=O)/C=C/c2ccc(F)cc2)nc1C,-2.4%,-20.2%[10 µM],2.5%,6.6%[9.22 µM],x,-4.2%,-0.6%
COc1ccc(CCCc2n[nH]c(=S)n2C)cc1C,1.1%,-8.2%,-0.9%,u,2.2%[46 µM],6.4%,4.3%
CC1CCc2[nH]nc(C(=O)O)c2C1 (centres undefined),1.7%,12.4%,4.5%,1.0%,4.3%,1.6%[38.3 µM],4.7%
O=[N+]([O-])c1c(NCCCO)cc(SCc2ccco2)c2nonc12,-0.4%,4.7%[10 µM],-2.8%,-5.5%,-6.7%,5.1%,-8.6%
Cc1ccc(-c2cc(C(=O)NCC3CCCO3)no2)cc1 (centres undefined),-0.1%,-56.2%[inhibitor],-3.3%,-7.9%,-7.8%,13.6%[38.3 µM],10µM*
COc1ccc(C(=O)N2CCC3(CC2)CN(C(=O)Nc2ccccc2)C3)cc1,-1.1%,-8.6%,x,x,x,-2.2%,-14.0%
NC(C(=O)O)c1cc(O)c(Cl)c(O)c1 (centres undefined),x,-17.0%,u,x,x,-0.3%,8.5%
CC(C)NC(=O)N1CC[C@@]2(CCCN(C(=O)c3cnccn3)C2)C1,-1.4%,2.3%,x,x,x,-10.7%,-2.3%
Nn1c(=S)[nH]nc(Cc2ccc(O)cc2)c1=O,3.3%,x,-2.8%,u,5.7%,-3.1%,0.1%
CCOC(=O)c1sc(=NC(=O)COc2ccc(Cl)cc2)n(C)c1C,2.9%,-50.8%[inhibitor],-7.0%,-5.6%,x,4.5%,3.7%
O=C(CSc1nnc(-c2ccc(OC(F)F)cc2)o1)NC(=O)NCc1ccco1,1.1%,-5.3%,-22.8%,17.5%,4.2%,-12.0%[38.3 µM],7.5%

# The listing continues.
Molecule,KinaseGlo FLuc,HTT ATP protect,CBFb-RUNX1 inh,HTT aggregate,Lamin A splicing,IMPase Li inh,SMN2 splice up
CCCCc1cc(=O)oc2c(CN3CCCC3)c(O)c(Cl)cc12,-1.3%,-5.4%,-3.5%,10.5%,-7.0%,10µM*,27.1%
C=CCC1CCCC(=O)N2CCCC12 (centres undefined),0.1%[39.9 µM],-12.4%[96.6 µM],14.9%[136 µM],x,x,4.6%,x
COc1ccc(Cn2nnnc2C(c2cc3cc(C)ccc3[nH]c2=O)N2CCOCC2)cc1 (centres undefined),1.6%,-30.0%[10 µM],2.7%,u,14.7%,-11.1%[38.3 µM],-6.5%
O=C(CCc1nnc(C2CCCCC2)o1)N1CCN(C2CCCCC2)CC1,-1.8%,0.0%[10 µM],-7.1%,16.7%[9.22 µM],x,1.2%,x
COc1cc(C(=O)NNC(=O)Nc2ccc([N+](=O)[O-])cc2)cc(OC)c1OC,-0.6%,-47.1%[inhibitor],3.3%,-5.0%,x,-3.8%,-1.4%
CC(C)CNC(=O)c1cccc(NC(=O)c2ccco2)c1,-7.4%,3.8%,-2.8%,4.6%,-6.0%,29.8%[38.3 µM],8.1%
COc1cc(/C=N/NC(=O)c2ccc(CN3c4cccc5cccc(c45)S3(=O)=O)cc2)cc(OC)c1O,4.5%,-22.7%,8.4%,26.2%,9.7%[46 µM],0.9%,-26.7%
O=C(O)CC1NC(=O)N(C2CCCCC2)C1=O (centres undefined),-4.0%,-30.6%[inhibitor],2.2%,-13.0%,16.8%[46 µM],-1.3%,-4.1%
Cc1ccc(NC(=S)NCc2cccs2)cc1,-1.1%,4.1%,1.9%,16.8%,4.7%,21.6%[38.3 µM],16.9%
CCc1nnc(NC(=O)C2COc3ccccc3O2)s1 (centres undefined),-6.9%,9.6%,5.1%,7.9%,-2.9%,36.2%[38.3 µM],11.2µM*
O=C(CSc1nc2ccccc2[nH]1)NCc1ccco1,0.9%,-17.0%,2.6%,-2.2%,19.1%,5.1%[38.3 µM],15.8%
Cc1ccc2c(c1)N(Cc1ccccn1)C(=O)C(C)O2 (centres undefined),x,-6.3%,2.1%,8.1%,-1.1%,x,x
CN(CCc1ccccn1)C(=O)CCC1CCCN(C(=O)CN2CCCCCC2)C1 (centres undefined),-2.6%,-11.3%[10 µM],3.6%,-14.6%[9.22 µM],12.2%[46 µM],21.4%,x
O=C(COC(=O)/C=C/c1ccccc1[N+](=O)[O-])NCC(F)(F)F,-0.2%,-44.8%,9.7%,-2.6%,-5.0%[46 µM],-1.3%,-8.1%
Cc1nc2cc(NCc3ccccc3O)ccc2n1Cc1ccccc1,3.6%,10.0%[10 µM],u,6.9%[9.22 µM],-9.8%[46 µM],18.8%,x

# Going on with the list.
Molecule,KinaseGlo FLuc,HTT ATP protect,CBFb-RUNX1 inh,HTT aggregate,Lamin A splicing,IMPase Li inh,SMN2 splice up
O=C(COC(=O)c1cc(=O)[nH]c2ccccc12)c1cccs1,-3.8%,-14.0%[10 µM],5.1%,-11.1%[9.22 µM],-10.2%[46 µM],-1.2%,x
Cc1ccc2c(c1)C(=O)C(=O)N2CC(=O)Nc1ccc(N2CCOCC2)cc1,0.4%,15.3%[10 µM],9.1%,13.6%[9.22 µM],x,-7.8%,x
CCCCOc1ccc2c(C)cc(=O)oc2c1OCCCC,0.1%,0.8%[1.9 µM],5.6%,-17.4%,u,19.2%,-21.4%
C=CCn1cc(/C=N/NC(=O)COc2cccc3cccnc23)c2ccccc21,-1.8%,3.3%[1.9 µM],u,3.5%,-9.8%,0.9%,12.2%
O=S(=O)(O)c1nc2ccccc2n1Cc1ccccc1,-1.3%,35.4%,-1.8%,1.3%,0.8%,-17.3%[38.3 µM],-5.0%
N#CC1=C(N)N(c2ccc(Oc3ccccc3)cc2)C(=O)C1,4.4%,2.7%[10 µM],-2.9%,9.7%,-10.9%,10.3%[38.3 µM],-14.6%
Fc1cccc(CN2CCN(Cc3nc(CCc4ccccc4)no3)CC2)c1,-3.7%,1.7%[10 µM],15.6%,0.3%[9.22 µM],u,6.2%,x
Cc1cc(C)c(C(N)=O)c(Nc2cccc(Cl)c2)n1,-2.6%,27.0%[10 µM],-6.4%,-0.8%,-15.2%,-3.7%,-9.0%
COc1ccccc1NC(=O)c1c(NC(=O)CCC(=O)O)sc2c1CCCCC2,x,-0.6%[10 µM],-28.1%,-0.3%[9.22 µM],x,x,x
Cc1ccc(CN2CCN(/N=C/C=C/c3ccccc3[N+](=O)[O-])CC2)cc1,3.1%,-4.7%[10 µM],x,u,-22.6%[46 µM],30.1%[activator],-70.5%[inhibitor]
O=C(O)c1ccc(NCc2nc3ccccc3n2CCOc2ccccc2Cl)cc1,0.4%,x,8.7%,-5.4%,x,4.9%,-2.1%&-29.6%
